HT1080-NT tox = kills 2HG-producing HT-1080-NT fibrosarcoma cells. hit rate 1.6% among 360,000. Potency, µM (top dose mostly 46.1 µM), for inactives: top-dose activity, negative = less viability, usual class: cytotoxic. AID 686970. HT-1080-NT fibrosarcoma viability, CellTiter-Glo ATP luminescence, 48 h;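 also: NT is the 2HG producing partner of a matched IDH1 knockdown line; 0% = DMSO-treated cells and -100% = media-only wells without cells; nearly all actives have a fitted effect of over 55% in size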
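Viability by CellTiter-Glo luminescence after 48 h compound exposure at 37C of HT-1080-NT cells (750/well, RPMI, 5% FBS). % activity scaled between DMSO wells and medium-only wells, then curve-fitted and categorized by curve class.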
GLP-1R agonist = activates the human GLP-1 receptor; P43220; HEK293 GLP-1R CRE-luciferase, luminescence, 4-6 h; cells express a hypersensitive GLP-1R form; Potency, µM (highest dose often 45.6 µM), without a hit: at the top dose activation, usual class: activators; hit rate 0.007% among 380,000; AID 624172; also: % of control where 0% means no effect
Target sequence (P43220 whole entry, looked up): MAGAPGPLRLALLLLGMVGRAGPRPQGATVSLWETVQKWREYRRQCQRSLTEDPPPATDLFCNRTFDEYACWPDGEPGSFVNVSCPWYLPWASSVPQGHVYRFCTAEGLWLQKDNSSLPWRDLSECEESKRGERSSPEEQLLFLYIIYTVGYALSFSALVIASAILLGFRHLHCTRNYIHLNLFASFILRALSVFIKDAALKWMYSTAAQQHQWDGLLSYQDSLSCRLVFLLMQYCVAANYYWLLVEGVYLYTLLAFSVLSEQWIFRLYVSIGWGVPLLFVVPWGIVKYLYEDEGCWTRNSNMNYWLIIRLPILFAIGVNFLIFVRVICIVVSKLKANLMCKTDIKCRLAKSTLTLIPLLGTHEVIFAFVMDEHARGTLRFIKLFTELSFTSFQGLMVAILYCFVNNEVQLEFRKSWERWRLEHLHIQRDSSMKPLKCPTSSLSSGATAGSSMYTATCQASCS
KB-V1 cytotox = kills drug-selected multidrug resistant KB-V1 cells; KB-V1 MDR cells viability, CellTiter-Glo, 72 h; Potency, µM (series often up to 46.1 µM), inactives show at the top dose activity change, negative = cytotoxicity, usual class: cytotoxic; hit rate 3.4% among 400,000; AID 1347076; also: % is scaled to controls: 0 for no effect and ±100 for the full control effect; nearly all actives have a fitted effect of over 60% in size
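Following 72 h at 37 degrees C with compound, KB-V1 cell viability was read by CellTiter-Glo luminescence, medium being phenol-red-free DMEM plus 10% FBS; concentration-response parameters came from normalized, curve-fitted qHTS data.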
GLP1R cytotox = cytotoxic in the GLP-1 receptor inverse agonist counter-screen; hit rate 0.13% among 410,000; HEK293 cAMP-luciferase reporter cells, luminescence, 24 h; Potency, µM (series often up to 38.3 µM), without a hit: at the highest dose activity change, negative = inhibition, actives largely listed as inhibitors; AID 624418;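 also: loss of luciferase light is scored as toxicity; % is scaled to controls: 0 for no effect and ±100 for the full control effect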
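Step one: seed cells (200 cells/uL, DMEM with 10% Nu serum, 1% pen-strep). Step two: 12-hour incubation at 37 deg C. Step three: pin 23 nL compound, incubate 24 hr. Step four: add luciferase reagent, read luminescence 12 min later.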
TDP43 rescue = TDP-43 toxicity inhibition in yeast. TDP-43 expressing yeast growth rescue, BacTiter-Glo, 24 h. AID 652104. hit rate 1.8% among 410,000. Potency, µM (titrated, usually from 46.1 µM), inactives show at the highest dose growth rescue (activation), most hits filed as activators; also: % of control where 0% means no effect; nearly all actives have a fitted effect of over 50% in size
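In this qHTS, compounds that restore growth of yeast expressing TDP-43 appear as activators. Cells (OD600=0.02, galactose medium, raffinose-pregrown) are incubated with compound 24 hr at 30 deg C and growth is quantified by BacTiter-Glo.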
GLP1R inv ag = GLP-1 receptor (human) inverse agonism | P43220 | HEK293 GLP-1R CRE-luciferase, luminescence, 24 h; GLP-1R form is constitutively active | Potency, µM (series often up to 38.3 µM), for the others: at the top dose activity change, negative = inhibition, most hits filed as inhibitors | hit rate 1.6% among 410,000 | AID 624417; also: % is scaled to controls: 0 for no effect and ±100 for the full control effect; nearly all actives have a fitted effect of over 55% in size
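Seeding at 200 cells/uL, 12 h culture, 24 hr compound treatment, then luciferase reagent and a luminescence read; cells are HEK293 stably expressing a constitutively active GLP-1R plus cAMP-responsive luciferase.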
KB-3-1 tox = kills parental KB-3-1 adenocarcinoma cells | KB-3-1 viability, CellTiter-Glo ATP luminescence, 72 h | Potency, µM (doses to about 46.1 µM), for inactives: at the top dose activity change, negative = cytotoxic, actives largely listed as cytotoxic | AID 1347075 | hit rate 1.4% among 400,000; also: % is scaled to controls: 0 for no effect and ±100 for the full control effect; nearly all actives have a fitted effect of over 60% in size
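Screening of KB-3-1 cells (DMEM, 10% FBS, phenol-red free) ran from lowest to highest compound concentration; after 72 h at 37 °C viability was read luminescently and curves fitted.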
HT1080 IDH1KD tx = kills HT-1080 cells with IDH1 knockdown | HT-1080 IDH1 knockdown viability, ATP luminescence, 48 h | Potency, µM (highest dose often 46.1 µM), without a hit: at the highest dose activity, negative = toxicity, hits mostly cytotoxic | hit rate 2% among 360,000 | AID 686971;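 also: 0% = DMSO wells and -100% = cell-free medium wells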
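Knockdown cells (IDH1KD HT-1080) received compounds 2 h after plating at 750 cells/well and were kept 48 h at 37 °C in 5% FBS RPMI. A CellTiter-Glo luminescence read gave % activity for curve fitting.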
SW480 rereplic = inducers of DNA re-replication in SW480 colon cancer cells; SW480 DNA re-replication, Hoechst DNA content imaging, 48 h; Potency, µM (series often up to 46.1 µM), for the others: top-dose re-replication activation, hits mostly activators; hit rate 1.8% among 340,000; also: % of control where 0% means no effect; nearly all actives have a fitted effect of over 55% in size
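Readout is total intensity of Hoechst-stained nuclei, excited at 405 nm and collected at 500-530 nm. Compound treatment lasted 48 hr at 37 C in 5% CO2 before staining.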
Numbers without * were called inactive; u = inconclusive; x = no result given; [ ] = another dose, or the depositor's remark. Calls follow the shape of the dose curve; as a rule, active = well fitted curve in the direction sought with a large enough effect; inconclusive = small, poorly fitted or top-dose-only effect, or another doubt; inactive = no such curve, though single readings can be large; an effect the other way counts as inactive or inconclusive. Potency is read from the fitted curve at half-maximal effect.

SMILES	HT1080-NT tox	GLP-1R agonist	KB-V1 cytotox	GLP1R cytotox	TDP43 rescue	GLP1R inv ag	KB-3-1 tox	HT1080 IDH1KD tx	SW480 rereplic
CC1CCCN(S(=O)(=O)c2ccc(S(=O)(=O)N3CCCC3)cc2)C1 (configuration not stated)	12%	3%	-9%	3%	24%	-8%	13%	9%	0%
CC1=C(C(=O)Nc2ccccc2)C(c2cccs2)n2nc(SCc3ccccc3F)nc2N1 (configuration not stated)	x	1%	0%	1%	-3%	20%	5%	x	x
CCOC(=O)C1CCN(CC(=O)Nc2cc(C)c3c(=O)oc4ccccc4c3n2)CC1	x	5%	8%	4%	8%	2%	-2%	x	x
CC(C)c1cc(=O)n2[nH]c(SCc3ccccc3)nc2n1	8%	1%	u	5%	-1%	14%	15%	13%	0%
CCOC(=O)N1CCN(S(=O)(=O)c2c(C)nn(C)c2C)CC1	3%	-14%	-16%	-5%	11%	2%	5%	0%	-1%
COC(=O)c1cc(NC(=O)Cn2nc(-c3ccc(C)c(C)c3)ccc2=O)cc(C(=O)OC)c1	x	x	3%	-5%	14%	4%	0%	x	x
COc1ccc(C2C3=C(CCCC3=O)Nc3nc(-c4cc(OC)c(OC)c(OC)c4)nn32)cc1OC (configuration not stated)	u	30%	-16%	2%	4%	88%[activator]	18%	-24%	0%
CC1(C)C2CCC(C2)C1(C)NC(=O)CN1CCCC1 (configuration not stated)	1%	-1%	18%	-2%	14%	-7%	6%	1%	-2%
CCOc1cc(N2CCOCC2)c(OCC)cc1NC(=O)CSc1ncn[nH]1	22%	4%	5%	17%	-21%	10%	-4%	23%	18%
O=C(Cn1c(-c2cccs2)cc2cc(F)ccc21)NCCCN1CCN(c2ccc(F)cc2)CC1	x	x	4%	5%	16%	u	12%	x	x
CCOc1ccc(C2c3c(oc4ccc(C)cc4c3=O)C(=O)N2CCCN(C)C)cc1 (configuration not stated)	x	x	u	-3%	13%	12%	3%	x	x
CCCS(=O)(=O)NC(=O)C1(C)CCCN(C(=O)c2ccc(C(F)(F)F)cc2)C1 (configuration not stated)	15%	-1%	-27%	4%	-5%	27%	0%	3%	x
COc1cc(C(=O)NCCC(=O)NCCCN2CCCCC2)cc(OC)c1OC	12%	2%	-3%	-9%	-14%	3%	17%	5%	0%
COc1cc(C=C2Cc3ccccc3C2=O)cc(OC)c1OC	0%	-6%	u	5%	0%	8%	17%	-9%	x
COCCCNC(=O)CNC(=O)c1nn(-c2ccc(OC)cc2)c(=O)c2ccccc12	6%	5%	-1%	-4%	-2%	8%	13%	14%	-5%
CCCOc1ccc(CN(C(=O)c2nc(SC(C)C)ncc2Cl)C2CCS(=O)(=O)C2)cc1 (configuration not stated)	x	x	9%	-3%	16%	u	2%	x	x
CCCCN(C=O)c1c(CC)nc2ccc(C(=O)N3CCN(C(C)=O)CC3)cn12	u	-2%	3%	-2%	20%	15%	0%	1%	x
O=C(CN1CCN(C(=O)c2c(F)cccc2F)CC1)Nc1ccccc1C(F)(F)F	8%	10%	-13%	-9%	16µM*	21%	-2%	0%	-6%
O=c1cc(N2CCCC2)c2ccccc2o1	-1%	8%	-10%	9%	-13%	12%	-1%	10%	-1%
CC1(C)COC2(OC1)C(=O)Nc1ccccc12	1%	5%	-1%	-12%	8%	8%	0%	1%	-27%
c1ccc(C[C@H]2CNCCN2CCc2cccc3ccccc23)cc1	-5%	6%	0%	-23%	-7%	11µM*	0%	-24%	1%
CCCCN1CC(=O)N2[C@H](c3ccc(Cl)cc3)[C@@H]3C(=O)N(CC)C(=O)[C@@H]3[C@]2(C)C1=O	11%	3%	-2%	10%	14%	3%	21%	12%	-12%
Cc1nc2cccnc2n1C1CCN(C(=O)Nc2ccc(Cl)cc2)CC1	x	x	-12%	-15%	0%	15%	-1%	x	x
Brc1ccccc1-c1cnco1	2%	1%	u	-6%	7%	11%	9%	3%	-52%
Cc1ccc(-c2ccc(CCC(=O)O)n2-c2cccc(C)c2C)cc1	x	x	u	1%	-91%[inhibitor]	u	19%	x	x

Following part:
SMILES	HT1080-NT tox	GLP-1R agonist	KB-V1 cytotox	GLP1R cytotox	TDP43 rescue	GLP1R inv ag	KB-3-1 tox	HT1080 IDH1KD tx	SW480 rereplic
O=C1CC2(CCCCC2)CC(=O)N1CCc1ccccc1	10%	29%	1%	0%	24%	u	7%	5%	1%
CCOc1ccc(NC(=O)Nc2cc(C(C)C)c(O)cc2C)cc1	-12%	17%	29%	-8%	8%	u	14%	0%	2%
Cc1cccc(C(=O)N/N=C/c2ccc(OCC(=O)N3CCCCC3)cc2)c1	1%	0%	-10%	-4%	-11%	11%	-4%	-2%	-4%
CC1=CN2C(=NC(=O)CC2(C)C(=O)N(CC(=O)NC2CCCC2)Cc2ccc(Cl)cc2)C=C1 (configuration not stated)	18%	8%	2%	16%	9%	3%	0%	15%	1%
COCCNC(=O)/C(C#N)=C/c1cc(C)n(-c2ccc(C)cc2)c1C	-10%	12%	u	2%	u	u	u	-27%	3%
COC(=O)CNC(=O)Cc1c(F)cccc1Cl	-5%	-2%	5%	3%	-18%	4%	0%	-2%	-4%
CN(CCc1ccccn1)C1CCCN(S(=O)(=O)c2ccc(F)c(Cl)c2)C1 (configuration not stated)	2%	-2%	u	11%	-8%	-26%	8%	1%	u
COc1ccccc1/C=C1\SC(=S)N(CCC(=O)Nc2ccc(C(=O)O)c(O)c2)C1=O	0%	3%	22%	-19%	1%	16%	-3%	4%	-4%
Cc1cc(NS(=O)(=O)Cc2ccccc2)cc(C)c1OCC(=O)N1CCOCC1	10%	-13%	18%	1%	8%	-1%	7%	8%	-7%
CCCCC(Nc1ncnc2ccccc12)C(=O)O (configuration not stated)	1%	-5%	2%	4%	-24%	10%	4%	3%	-1%
CCn1cnc2c1c(=O)n(CC(=O)OC(C)C(N)=O)c(=O)n2Cc1ccccc1 (configuration not stated)	1%	0%	x	-3%	0%	12%	x	0%	u
COc1ccc(Cl)cc1NC(=O)CN(C)CC(=O)Nc1ccccc1-c1ccccc1	-8%	1%	9.2µM*	u	u	u	-14%	u	8%
Cc1ccc(S(=O)(=O)NCc2ccc(C(=O)NCCCN3CCN(C)CC3)cc2)cc1	1%	-6%	16%	6%	6%	-2%	-2%	4%	-5%
CSc1ncc(C(=O)Nc2c(C)cccc2C)c(-c2ccccc2)n1	x	x	22%	-5%	-1%	11%	0%	x	x
COc1ccc(C(=O)NC2CCCCC2)cc1S(=O)(=O)N1CCOCC1	12%	10%	0%	13%	-24%	2%	1%	7%	-17%
C[C@@H]1CN([C@H](C)CO)S(=O)(=O)c2ccc(Br)cc2O[C@@H]1CN(C)Cc1ccc(-c2ccccc2)cc1	18µM*	0%	-7%	3%	20%	u	-9%	16µM*	x
CC(=O)Nc1ccc(S(=O)(=O)NCC(=O)OCC(=O)N2CC(C)OC(C)C2)cc1 (configuration not stated)	10%	-8%	-14%	6%	9%	11%	-3%	4%	0%
CCCCNC(=O)C1(C)CCN1Cc1cc(C)ccc1C (configuration not stated)	2%	-2%	-27%	2%	-1%	u	1%	17%	x
Cc1cc(C)c(NC(=O)CSc2nnc(-c3ccccn3)n2N)c(Cl)c1	1%	9%	1%	-7%	-5%	8%	0%	5%	-3%
Cc1ccc(C2CC(=O)NC(SCCC(C)C)=C2C#N)cc1 (configuration not stated)	3%	12%	-12%	3%	0%	-30%	0%	-12%	1%
COc1cc(C(=O)Nc2sc3c(c2C(=O)O)CCC(C)C3)cc(OC)c1OC (configuration not stated)	-15%	3%	u	-10%	-8%	-11%	u	-16%	4%
CCOC(=O)c1nc2cc3n(c(C)c-2c1C)C(C)C(CC)=C3C (configuration not stated)	0%	2%	4%	2%	13%	u	u	-3%	-1%

Filtered by structure, the compounds so far with a Cl atom (8)
SMILES	HT1080-NT tox	GLP-1R agonist	KB-V1 cytotox	GLP1R cytotox	TDP43 rescue	GLP1R inv ag	KB-3-1 tox	HT1080 IDH1KD tx	SW480 rereplic
CCCOc1ccc(CN(C(=O)c2nc(SC(C)C)ncc2Cl)C2CCS(=O)(=O)C2)cc1 (configuration not stated)	x	x	9%	-3%	16%	u	2%	x	x
CCCCN1CC(=O)N2[C@H](c3ccc(Cl)cc3)[C@@H]3C(=O)N(CC)C(=O)[C@@H]3[C@]2(C)C1=O	11%	3%	-2%	10%	14%	3%	21%	12%	-12%
Cc1nc2cccnc2n1C1CCN(C(=O)Nc2ccc(Cl)cc2)CC1	x	x	-12%	-15%	0%	15%	-1%	x	x
CC1=CN2C(=NC(=O)CC2(C)C(=O)N(CC(=O)NC2CCCC2)Cc2ccc(Cl)cc2)C=C1 (configuration not stated)	18%	8%	2%	16%	9%	3%	0%	15%	1%
COC(=O)CNC(=O)Cc1c(F)cccc1Cl	-5%	-2%	5%	3%	-18%	4%	0%	-2%	-4%
CN(CCc1ccccn1)C1CCCN(S(=O)(=O)c2ccc(F)c(Cl)c2)C1 (configuration not stated)	2%	-2%	u	11%	-8%	-26%	8%	1%	u
COc1ccc(Cl)cc1NC(=O)CN(C)CC(=O)Nc1ccccc1-c1ccccc1	-8%	1%	9.2µM*	u	u	u	-14%	u	8%
Cc1cc(C)c(NC(=O)CSc2nnc(-c3ccccn3)n2N)c(Cl)c1	1%	9%	1%	-7%	-5%	8%	0%	5%	-3%

Compound activity from PubChem BioAssay.
